Runt-CBFb FRET: inhibitors of human RUNX1 Runt domain binding to CBFb; 220,000 compounds, 0.46% hits; Q01196+Q13951; Cerulean-Runt/Venus-CBFb FRET ratio 530/480, 1 h; inhibition, % at 20 µM;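 active = inhibition over about 50% at 20 µM in the single-dose screen, limit read from the data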;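 note: 0% = DMSO wells and 100% = excess unlabeled CBFb competitor control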
Target sequence (Q01196 whole entry, looked up, the tested form may be a part): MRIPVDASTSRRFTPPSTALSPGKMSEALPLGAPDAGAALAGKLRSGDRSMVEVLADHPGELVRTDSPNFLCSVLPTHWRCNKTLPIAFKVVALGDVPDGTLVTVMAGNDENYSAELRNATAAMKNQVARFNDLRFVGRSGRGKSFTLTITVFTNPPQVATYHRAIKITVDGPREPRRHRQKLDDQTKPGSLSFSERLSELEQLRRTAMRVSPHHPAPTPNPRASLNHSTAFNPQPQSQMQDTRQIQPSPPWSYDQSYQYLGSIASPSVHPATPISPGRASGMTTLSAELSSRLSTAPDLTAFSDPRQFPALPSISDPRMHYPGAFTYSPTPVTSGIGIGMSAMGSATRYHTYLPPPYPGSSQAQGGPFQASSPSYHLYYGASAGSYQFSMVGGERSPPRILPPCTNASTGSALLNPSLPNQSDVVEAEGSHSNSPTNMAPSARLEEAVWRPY
Target sequence (Q13951 whole entry, looked up, the tested form may be a part): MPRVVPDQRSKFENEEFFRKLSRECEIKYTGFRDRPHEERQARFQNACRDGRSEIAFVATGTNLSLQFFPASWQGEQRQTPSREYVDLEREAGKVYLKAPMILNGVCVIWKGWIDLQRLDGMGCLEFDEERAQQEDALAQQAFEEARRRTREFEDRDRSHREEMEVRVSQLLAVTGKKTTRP
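Measured by: fluorescence energy transfer, 422 nm excitation, 530/480 nm emission; test system: Cerulean-tagged RUNX1 Runt domain (FRET donor) fusion protein; buffer or medium: Tris pH 7.5 buffer with BSA; compound: one dose, 20 µM compound, 1% DMSO; times: two 1 h room-temperature incubations shielded from light; benchmarks: unlabeled CBFb 5 µM, positive control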
NPY1 pot ag: potentiates or activates human NPY-Y1 receptor. P25929. NPY-Y1 expressing cells, potentiator/agonist activation. activation, % at 3.6 µM. 220,000 compounds, 0.37% hits; in the data active = activation above about 33%, passing the limit was not always enough;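 note: cells stimulated with NPY at EC10 then isoproterenol at EC100; 0% = low agonist plus stimulus and 100% = saturating agonist plus stimulus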
MDM2 E3 inh: blocks human Mdm2 ubiquitin ligase activity | Q00987 | cell-based MDM2 ubiquitination luciferase reporter, 2 h; 0 = plate control, 100 = twice control, blank-subtracted | signal enhancement, % at 5 µM | 210,000 compounds, 0.11% hits;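 active = signal enhancement of 30% or more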;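 note: luminescence tracks abundance of the self-degrading MDM2-luciferase fusion protein; higher signal means inhibition of MDM2 E3 ligase activity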
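Assay system: stable mammalian line carrying autodegrading MDM2–luciferase fusion reporter; amount: 2000 cells seeded into each well; buffer or medium: DMEM; benchmarks: plate control and blank wells; signal: luciferase luminescence; timing: 2 h compound exposure at 37 °C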
p97 inhibitor: human p97 ATPase inhibition; P55072; recombinant p97 ATPase, Kinase-Glo ATP luminescence, 3 h; inhibition, % at 8 µM; 220,000 compounds, 0.42% hits; AID 1481; in the data active = inhibition above about 15%;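 note: 0% = DMSO vehicle and 100% = wells lacking enzyme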
RBBP9 inh: human RBBP9 hydrolase inhibition; O75884; recombinant RBBP9, FP-Rh probe fluorescence polarization; inhibition, % at 7.94 µM; 220,000 compounds, 0.2% hits;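 active = inhibition above the campaign mean of all tested compounds plus 3 SD, cut at about 14% in these data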;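 note: plate controls were DMSO wells with RBBP9 for no effect and wells lacking RBBP9 protein for full effect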
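Material: RBBP9 protein. Amount: RBBP9 at 2.5 µM in dispensed solution, before mixing. Schedule: 30 min then 45 min, 25 °C. Medium: Tris buffer pH 8.0, NaCl, Pluronic. Measured by: fluorescence polarization. Measure: percent inhibition from mP, scaled between DMSO and no-protein wells. Replication: one well per compound.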
Runt-SMMHC FRET: blocks binding of human RUNX1 Runt domain to CBFb-SMMHC; Cerulean-Runt/Venus-CBFb-SMMHC FRET ratio 530/480, 1 h; 220,000 compounds, 0.74% hits; Q01196+Q13951; inhibition, % at 20 µM;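 active = mean inhibition across duplicate retests at 20 µM reaching about 50%, limit read from the data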;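 note: 0% = DMSO wells and 100% = wells with excess untagged CBFb-SMMHC; inhibitors lower the FRET ratio by blocking Runt binding to CBFb-SMMHC; some results filed as inactive read as strong as hits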
NPY2 pot ag: potentiators or agonists of human neuropeptide Y receptor Y2; 220,000 compounds, 0.45% hits; cells expressing NPY-Y2, potentiator/agonist read-out; activation, % at 3.6 µM; AID 1359; in the data active = activation above about 27%;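 note: cells stimulated with NPY near EC25 plus isoproterenol at EC100; 0% = vehicle plus submaximal agonist and 100% = vehicle plus saturating agonist; some results beyond the cut were filed as inactive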
Target sequence (P49146 whole entry, looked up): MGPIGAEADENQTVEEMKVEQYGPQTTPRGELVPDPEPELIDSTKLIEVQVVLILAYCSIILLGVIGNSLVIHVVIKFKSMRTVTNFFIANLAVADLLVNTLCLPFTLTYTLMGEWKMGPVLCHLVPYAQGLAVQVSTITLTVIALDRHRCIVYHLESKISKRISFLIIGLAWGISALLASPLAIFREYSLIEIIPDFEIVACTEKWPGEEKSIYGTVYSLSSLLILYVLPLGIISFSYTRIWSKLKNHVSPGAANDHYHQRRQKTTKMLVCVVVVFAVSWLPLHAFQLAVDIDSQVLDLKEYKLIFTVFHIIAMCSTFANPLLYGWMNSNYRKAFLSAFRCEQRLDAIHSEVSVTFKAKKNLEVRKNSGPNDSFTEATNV
NPY Y1 blocker: antagonists of human neuropeptide Y receptor Y1; P25929; HEK293-CNG Y1 cells, membrane potential fluorescence; NPY at EC95, then isoproterenol; inhibition, % at 3.6 µM; 200,000 compounds, 1% hits;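 active = inhibition above the campaign mean inhibition of all tested compounds plus 3 SD, cut at about 20% in these data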;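 note: 0% = DMSO wells given NPY plus isoproterenol and 100% = isoproterenol alone without NPY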
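Material: HEK293 cells co-expressing NPY Y1 receptor and cyclic-nucleotide gated channel. Timing: compound incubation 1 h at room temperature, readout 45 min post-stimulation. Signal: fluorescence, membrane potential probe.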
Hck Nef HTS: human Hck-Nef kinase inhibition. P08631. Recombinant Hck-YEEI plus Nef, Z-Lyte FRET kinase assay. inhibition, % at 20 µM. 220,000 compounds, 0.68% hits. AID 463187;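 active = Hck-Nef kinase inhibition above about 50%, limit read from the data; inactive = inhibition below that limit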;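 note: 0% = DMSO with Hck plus Nef and 100% = Hck alone without Nef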
* marks the source's active call; other numbers are inactive results; / = not tested or not shown.

SMILES | Runt-CBFb FRET | NPY1 pot ag | MDM2 E3 inh | p97 inhibitor | RBBP9 inh | Runt-SMMHC FRET | NPY2 pot ag | NPY Y1 blocker | Hck Nef HTS
Cc1ccc(NC(=O)CC2SC3=NCCN3C2=O)cc1 (stereo unspecified) | 33 | -10 | -5 | 0 | -7 | 10 | 2 | 1 | 0
CCCn1c(N)c(C(=O)COC(=O)c2c(C)noc2C)c(=O)n(C)c1=O | 0 | -53 | -16 | 8 | 5 | 0 | 17 | 3 | 0
O=C(CC(c1ccccc1)c1ccccc1)Nc1nn[nH]n1 | 1 | -16 | 0 | -5 | -5 | 1 | -2 | 6 | -25
CCOc1ccc(CSC(=N)N)cc1 | 8 | -4 | -14 | 0 | -6 | 1 | 0 | -3 | -34
CCCCNC(=O)C1CC(c2cccc([N+](=O)[O-])c2)=NO1 (stereo unspecified) | -4 | -16 | -16 | 4 | 5 | 1 | -4 | 5 | 1
COc1ccc(NC(=O)Cn2nnc(C(=O)NCc3ccccc3OC)c2N)cc1Cl | -1 | 23 | -5 | -1 | 4 | -9 | -1 | -8 | -1
C=CCNC(=S)/C(=C(\[O-])c1ccc(Cl)cc1)[n+]1ccccc1 | 3 | 0 | -14 | 15* | -4 | -5 | 13 | / | -10
COCc1cc(C)nc2sc(C(=O)N3CCCC3)c(N)c12 | 0 | 2 | -11 | -3 | -6 | -2 | 9 | 5 | -8
Cc1ccc(CNC(=O)C2CC(c3cccc(F)c3)=NO2)cc1 (stereo unspecified) | 1 | / | -15 | / | / | 0 | / | / | 17
COC(=O)c1scc(C)c1N/N=C(\C)c1ccc(F)cc1 | 4 | -35 | -6 | 0 | 1 | -4 | 0 | 0 | -2
CCOc1cccc(/C(O)=C2/C(=O)C(=O)N(CCN3CCOCC3)C2c2cccnc2)c1 (stereo unspecified) | -2 | -20 | 6 | 0 | 5 | -2 | -5 | -1 | -9
CC(C)(C)c1ccccc1OCCOCCNCc1ccccc1 | -1 | -10 | -8 | -2 | -3 | 4 | -6 | 8 | 2
CCN(CC)C(CNS(=O)(=O)c1ccc(Cl)cc1)c1ccccc1 (stereo unspecified) | -1 | -25 | 6 | -3 | 3 | 2 | -21 | 3 | 9
COc1ccc(N(C)C(=O)CCS(=O)(=O)c2cccc3nonc23)cc1 | 3 | 22 | -9 | 2 | -2 | 16 | 4 | -7 | -1
O=C(NCCCN1CCOCC1)c1cc2c(s1)CCCC2 | 1 | -20 | 7 | 6 | -6 | 1 | 10 | 3 | 0
CCN(CC)S(=O)(=O)c1ccc(C)c(NC(=O)CSc2nc3ccccc3[nH]2)c1 | -2 | -11 | 1 | -5 | -6 | 4 | -2 | 2 | 2
CC(=O)NC1(C(F)(F)F)C(=O)Nc2c1c(=O)n(C)c(=O)n2C (stereo unspecified) | -1 | -15 | -3 | -1 | -1 | 0 | -28 | 6 | 1
Cc1ccc(NC(=S)N(CCCN(C)C)Cc2cc3cc4c(cc3[nH]c2=O)OCO4)c(C)c1 | -3 | -15 | 6 | -5 | 0 | -2 | -16 | 10 | 14
COc1ccc(CCCc2nnc(SCC(=O)Nc3cc(C)c(C)cc3Br)o2)cc1 | -3 | -34 | -24 | -6 | -1 | 0 | -22 | 18 | 0
COc1ccc(/C=N/NS(=O)(=O)c2ccccc2)cc1OS(=O)(=O)c1ccc(C)cc1 | -1 | -8 | -11 | 1 | -3 | 0 | 0 | 0 | 0

Given with two lines to a compound: entries from further up
Every second line gives: Runt-CBFb FRET, NPY1 pot ag, MDM2 E3 inh, p97 inhibitor, RBBP9 inh, Runt-SMMHC FRET, NPY2 pot ag, NPY Y1 blocker, Hck Nef HTS
CCCCNC(=O)C1CC(c2cccc([N+](=O)[O-])c2)=NO1 (stereo unspecified)
→ -4, -16, -16, 4, 5, 1, -4, 5, 1
COc1ccc(NC(=O)Cn2nnc(C(=O)NCc3ccccc3OC)c2N)cc1Cl
→ -1, 23, -5, -1, 4, -9, -1, -8, -1
C=CCNC(=S)/C(=C(\[O-])c1ccc(Cl)cc1)[n+]1ccccc1
→ 3, 0, -14, 15*, -4, -5, 13, /, -10

Further records:
SMILES | Runt-CBFb FRET | NPY1 pot ag | MDM2 E3 inh | p97 inhibitor | RBBP9 inh | Runt-SMMHC FRET | NPY2 pot ag | NPY Y1 blocker | Hck Nef HTS
CCCCNC(=O)N(O)C1N(CCCC)C(=O)N(CC(=O)OC)C1(C)C (stereo unspecified) | 1 | 4 | -3 | -4 | 0 | -2 | 2 | -2 | 2
CCCn1c(N)c(Sc2ccccc2)c(=O)n(CCC)c1=O | 0 | 12 | -9 | 1 | -12 | 0 | 4 | 0 | 1
CCOC(=O)N/N=C\c1ccc(-c2cccc(C(F)(F)F)c2)o1 | -5 | -2 | -21 | -1 | 9 | -4 | -4 | -3 | 12
CCC(=O)N1CCc2cc(Br)cc(S(=O)(=O)CCC(=O)NCc3ccco3)c21 | 0 | 2 | -8 | 1 | -5 | -4 | 10 | -5 | -1
CC1(C)OC(=O)C(=Cc2ccc[nH]2)C(=O)O1 | -1 | 0 | -8 | -2 | -6 | 3 | -9 | / | -4
COc1cccc(CC2(CO)CCN(Cc3ccc4cccc(F)c4n3)CC2)c1 | 2 | -22 | -6 | 1 | -3 | 0 | -27 | 6 | -2
COC(=O)C1C2C=CC3(CN(Cc4cccs4)C(=O)C13)O2 (stereo unspecified) | -2 | 0 | -12 | -6 | -2 | 1 | -8 | -1 | -1
CC1CCC(NC(=O)CCNC(=O)c2ccccc2)CC1 (stereo unspecified) | 0 | -2 | 0 | 8 | -8 | 0 | 6 | 4 | -2
CCOc1cccc(/C=N/Nc2nc(N3CCCC3)nc(N3CCCC3)n2)c1O | -2 | -34 | -13 | -9 | -19 | 0 | -34 | / | -12
CCCOc1ccc(C2=NNC(c3cccs3)=Nc3ccc(OC)cc32)cc1 | -3 | -2 | -9 | -1 | -8 | -4 | -3 | 6 | 8
CCNC(=O)NC(=O)C(C)OC(=O)[C@H](C)NS(=O)(=O)c1c(C)c(C)cc(C)c1C (stereo partly specified) | 1 | 33 | / | 0 | 4 | -2 | 16 | / | 19
C#Cc1ccc(CN2CCN(Cc3ccsc3)C(CCO)C2)cc1 (stereo unspecified) | -4 | 6 | 5 | 4 | 1 | -4 | 3 | 6 | 17
COc1ccc(C(=O)C2CCCN(Cc3sc(N4CCCC4)nc3Cl)C2)c(OC)c1 (stereo unspecified) | 0 | -9 | 0 | -2 | -6 | 3 | -9 | 6 | 14
CCn1c(SCC(=O)OC)nnc1-c1ccc(C)cc1 | 1 | 9 | -11 | 8 | -5 | -4 | 1 | / | 13
Nc1nc(SCC(=O)c2c(N)n(Cc3ccccc3)c(=O)[nH]c2=O)n[nH]1 | 1 | 3 | / | 2 | -5 | -1 | -10 | / | 23
CC1=Nn2c(nnc2-c2n[nH]c3c2CCC3)SC1 | 0 | -10 | 1 | 8 | -7 | -1 | -9 | -3 | 1
Cc1cc(/C=N/n2cnnc2)c(C)n1-c1ccc2c(c1)OCO2 | 4 | 7 | -6 | -1 | -6 | -2 | 18 | -4 | 7
COCCNC(=S)N1CCC(Cc2ccccc2)CC1 | 0 | -13 | -9 | -4 | -9 | 4 | -2 | -6 | -12
Cc1ccccc1OCc1nnc(SCC(=O)Nc2ccc3nc(SCC(=O)Nc4ccccc4)sc3c2)n1C | -5 | -26 | -9 | 5 | -3 | -2 | 3 | -9 | 11
Cc1cccc(N(CC(=O)N2CCN(c3ccccc3F)CC2)S(C)(=O)=O)c1 | 3 | 8 | -11 | 4 | -1 | 5 | 12 | 1 | 21
O=C(c1ccco1)N1CCN(c2ncnc3c2nnn3Cc2ccccc2Cl)CC1 | -3 | -9 | -2 | 0 | 1 | -6 | 1 | -4 | -7
CCOC(=O)/C=C1\Nc2ccccc2SC1=O | -1 | -6 | -15 | 3 | 1 | -2 | 15 | 2 | -6
COc1ccc(OC)c(NC(=O)c2ccc(S(=O)(=O)N3CCN(C)CC3)cc2)c1 | 1 | -19 | -10 | 1 | -3 | 4 | 4 | 0 | 1
CCN(CC)c1ccc(/C=N/NC(=O)c2ccccn2)cc1 | -11 | 35 | -39 | 2 | -11 | -36 | 7 | / | -25
O=C(Nc1ccccc1C(=O)NCC1CCCO1)c1ccc(Cl)cc1Cl (stereo unspecified) | 1 | -4 | -2 | 2 | -5 | 3 | -7 | -6 | 1
COc1cc2c(cc1OC)C(c1ccc(-c3ccc(Cl)c(Cl)c3)o1)=NCC2 | 5 | 11 | -2 | 3 | -6 | -19 | 6 | 3 | 0
CCOc1ccc(CCNC(=O)C2CCN(S(=O)(=O)N3CCCCC3)CC2)cc1OCC | -4 | -34 | -15 | -1 | 2 | 1 | -16 | -2 | 6
Cc1ccc(NC(=O)C(OC(=O)c2ccccc2Cl)c2ccccc2)cc1Cl (stereo unspecified) | 2 | 5 | 8 | 4 | -35 | 0 | 2 | 3 | -1
CCCCNC(=S)NNC(=O)c1csc(C)c1C | -2 | -13 | -2 | 1 | -9 | 3 | -3 | -4 | 3
CCc1c(-c2ccccc2)nc2nc(C)c(C)nn12 | 0 | 0 | 0 | 2 | -5 | -4 | -3 | -3 | 9
Cc1oc(-c2cccs2)nc1CS(=O)CC(=O)NCCc1ccccc1 (stereo unspecified) | 1 | 9 | -12 | 5 | -9 | -4 | -4 | 2 | 4
CC1Sc2ccc(Cl)cc2-c2nc(N)ncc21 (stereo unspecified) | 0 | 0 | -7 | -3 | -7 | 1 | 2 | 0 | 26
CCOC(=O)c1c(C)[nH]c(C(=O)Cn2c(=O)c3c(ncn3CC)n(Cc3ccccc3)c2=O)c1C | -9 | -16 | -8 | -1 | -4 | 1 | -15 | -2 | 11
Cc1ccc(C(=O)Nc2ccc(Oc3cccc(C(F)(F)F)c3)nc2)cc1 | -2 | -9 | -18 | 3 | -12 | 0 | 14 | / | 1
CCO/C(C)=C1\C(=O)Nc2ccccc21 | 2 | 4 | -21 | 1 | -1 | 0 | 3 | 4 | 1
COC(=O)c1cccc(S(=O)(=O)N2CCN(c3nc4ccccc4s3)CC2)c1 | 0 | -16 | -10 | 6 | -5 | -5 | 11 | -2 | 8
CCO[C@H]1OC(C(=O)N2CCOCC2)=C[C@@H](c2ccc(Br)cc2)[C@@H]1CCCO | 1 | 1 | / | 2 | -1 | 1 | 4 | -1 | -14
Cc1ccc(-n2ncc3c(SCc4ccccc4)ncnc32)cc1 | -1 | -7 | 10 | 1 | -2 | 2 | 7 | 2 | -1

Assay outcomes: PubChem, several laboratories
